From PubChem BioAssay
FUS yeast rescue: FUS proteinopathy suppression in yeast | S. cerevisiae FUS-expressing, growth rescue, OD600, 24 h | Potency, µM (top dose mostly 76.6 µM), without a hit: at the highest dose growth rescue (activation), most hits filed as activators | 0.24% of 390,000 active;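 further: potency means the concentration at half of the fitted maximal effect; plate controls were DMSO vehicle for no effect and reference control for full effect; nearly all actives have a fitted effect of over 55% in size; some results filed as inactive show a strong effect at the top dose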
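FUS-expressing yeast, raffinose-pregrown, induced in 2% galactose minimal medium at OD 0.005; compounds in a dilution series, 24hr at 30C. Growth restoration read as absorbance at 600 nm. CP55940 positive control, DMSO negative.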
DRD3 antagonist: antagonists of human D3 dopamine receptor; P35462; D3R cells, DiscoveRx beta-arrestin luminescence, antagonist mode; hits give low values; max response, negative = inhibition, %; 2.5% of 360,000 active; AID 652054; in the data active means max response below about -50%; inconclusive means no clear call, values can overlap the other calls; further: on the % scale 0 is the no-effect control and ±100 the full control effect; mostly tested at two doses, the higher about 12 µM
Target sequence (P35462 whole entry, looked up): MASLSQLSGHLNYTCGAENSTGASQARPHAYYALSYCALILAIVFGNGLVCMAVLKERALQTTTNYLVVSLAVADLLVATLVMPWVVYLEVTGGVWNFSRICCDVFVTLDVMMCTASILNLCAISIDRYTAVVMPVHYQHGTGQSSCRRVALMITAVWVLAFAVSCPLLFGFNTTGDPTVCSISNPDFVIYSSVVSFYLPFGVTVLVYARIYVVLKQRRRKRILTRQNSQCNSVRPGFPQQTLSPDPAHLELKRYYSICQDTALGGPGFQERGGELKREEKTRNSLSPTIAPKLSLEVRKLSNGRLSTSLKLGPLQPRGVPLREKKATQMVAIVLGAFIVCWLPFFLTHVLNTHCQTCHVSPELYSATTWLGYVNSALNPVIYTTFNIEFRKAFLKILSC
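Cells expressing the human receptor were seeded at 1500 cells/well, incubated overnight at 37 degrees C in 5% CO2, then exposed to library compounds with dopamine controls for 90 minutes at 37 degrees C before luminescent detection.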
aSyn rescue: alpha-synuclein toxicity inhibition in yeast; Yeast expressing alpha-synuclein, growth rescue, BacTiter-Glo, 24 h; Potency, µM (series often up to 46.1 µM), inactives show at the top dose growth rescue (activation), usual class: activators; 0.14% of 370,000 active; further: potency means the concentration at half of the fitted maximal effect; % of control where 0% means no effect; nearly all actives have a fitted effect of over 65% in size
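Screening used galactose-induced yeast with toxic alpha-synuclein levels, exposed to compound for 24 hr at 30 deg C. Cell growth, read with BacTiter-Glo luminescence, gave the measured signal.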
Akt phos inh: blocks phosphorylation of Akt; AID 651550; activity change, % for hits at 50 µM; 0.32% of 360,000 active; Neuro2A IGF-stimulated pAkt S473 HTRF, 20 min; hits give low values; in the data active means activity change below about -80%; inconclusive means mostly about -51% to -80%; further: on the % scale 0 is the no-effect control and ±100 the full control effect
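Neuro2A cells (4,500/well, DMEM with 0.5% FBS) were treated with compound at a single 50 µM final concentration, stimulated with 6 nM IGF for 20 min at 37 °C, and lysed. Phospho-Akt Ser473 was read by HTRF as 665/615 ratio ×10^4.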
PTHR1 ag: PTHR1 (human) receptor agonism; Q03431; Potency, µM (titrated, usually from 115 µM), without a hit: top-dose activation, hits mostly activators; HEK293 GP2 PTHR1 cells, GloSensor cAMP luminescence, 1 h; 0.075% of 410,000 active; AID 743266; further: potency means the concentration at half of the fitted maximal effect; nearly all actives have a fitted effect of over 55% in size; some results filed as inactive show a strong effect at the top dose; inactives centre near -15; many of its hits are not listed in these tables
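HEK-293-derived GP2 cells expressing PTHR1 and a GloSensor cAMP reporter, 3,000/well, plated overnight, given luciferin plus IBMX (each 0.5 mM as added) for 1 h at 37 °C, then compound for 1 h at 37 °C. Luminescence was read after 15 min at room temperature.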
GLP-1R agonist: GLP-1 receptor (human) agonism; 0.007% of 380,000 active; HEK293 GLP-1R CRE-luciferase, luminescence, 4-6 h; cells express a hypersensitive GLP-1R form; Potency, µM (titrated, usually from 45.6 µM), inactives show at the highest dose activation, actives largely listed as activators; AID 624172; further: potency means the concentration at half of the fitted maximal effect; % of control where 0% means no effect
Target sequence (P43220 whole entry, looked up): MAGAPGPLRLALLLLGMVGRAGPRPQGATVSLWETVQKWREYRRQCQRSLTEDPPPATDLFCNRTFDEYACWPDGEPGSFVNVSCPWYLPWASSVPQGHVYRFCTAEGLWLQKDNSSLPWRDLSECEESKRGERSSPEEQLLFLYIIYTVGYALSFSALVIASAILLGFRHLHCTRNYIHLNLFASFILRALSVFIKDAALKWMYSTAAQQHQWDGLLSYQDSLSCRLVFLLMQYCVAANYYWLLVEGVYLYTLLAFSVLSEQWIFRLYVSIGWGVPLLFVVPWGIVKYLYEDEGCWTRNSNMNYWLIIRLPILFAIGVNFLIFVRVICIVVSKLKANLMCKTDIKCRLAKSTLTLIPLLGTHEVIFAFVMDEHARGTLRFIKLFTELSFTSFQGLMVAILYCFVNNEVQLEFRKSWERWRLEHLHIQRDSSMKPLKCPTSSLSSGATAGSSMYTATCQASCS
TDP43 rescue: inhibitors of TDP-43 toxicity in yeast | TDP-43 expressing yeast growth rescue, BacTiter-Glo, 24 h | Potency, µM (doses to about 46.1 µM), for the others: at the top dose growth rescue (activation), actives largely listed as activators | 1.8% of 410,000 active; further: potency means the concentration at half of the fitted maximal effect; % of control where 0% means no effect; nearly all actives have a fitted effect of over 50% in size
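Readout is BacTiter-Glo luminescence of cell growth, so inhibitors register as activators. TDP-43-expressing yeast at OD600=0.02 in galactose medium, after raffinose pregrowth to mid-log, were incubated with compound for 24 hr at 30 deg C.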
GLP1R inv ag: GLP-1 receptor (human) inverse agonism; P43220; HEK293 GLP-1R CRE-luciferase, luminescence, 24 h; GLP-1R form is constitutively active; Potency, µM (series often up to 38.3 µM), for inactives: at the top dose activity change, negative = inhibition, usual class: inhibitors; 1.6% of 410,000 active; further: potency means the concentration at half of the fitted maximal effect; on the % scale 0 is the no-effect control and ±100 the full control effect; nearly all actives have a fitted effect of over 55% in size
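Inverse agonism was detected as reduced cAMP-driven luciferase luminescence after 24 h compound treatment. The cells were HEK293 clones expressing constitutively active human GLP-1R with the reporter. Reporter-only and GPR119 cell lines served as counterscreen controls.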
Abeta yeast res: restores growth of yeast expressing A-beta42 peptide; yeast expressing A-beta42, growth rescue, OD600, 48 h; response scale: 0% DMSO, 100% iron-clioquinol control; Potency, µM (highest dose often 46.1 µM), without a hit: at the top dose growth rescue, actives largely listed as activators; 0.063% of 410,000 active; further: potency means the concentration at half of the fitted maximal effect; nearly all actives have a fitted effect of over 55% in size
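Yeast A-beta toxicity model in growth medium with pinned compounds, 48 h at 30 C; growth read as absorbance at 600 nm. Normalized to FeCl3/clioquinol equimolar mix (positive) and DMSO (negative).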
Active calls of the source: *; & = joins results of further samples; [ ] = another dose, or the depositor's remark. Unless noted, the call rests on the fitted dose curve; in most records, active means well fitted curve in the direction sought with a large enough effect; inconclusive means small, poorly fitted or top-dose-only effect, or another doubt; inactive means no such curve, though single readings can be large; an effect the other way counts as inactive or inconclusive. These rows are one share of the data (hit frequency here may not be typical).

Screening C[C@@H](C(=O)Nc1nc(-c2ccccn2)cs1)N1C(=O)C2CCCCC2C1=O (stereo not given in full) returned FUS yeast rescue inconclusive, DRD3 antagonist 6.7, aSyn rescue 16.2%, Akt phos inh inactive, PTHR1 ag -4.3%, GLP-1R agonist -15.9%, TDP43 rescue -0.8%, GLP1R inv ag 0.5% and Abeta yeast res 9.6%.
`CCc1nc2ccc(C(=O)NCCCn3ccnc3)cn2c1N(C)Cc1ccc(OC)cc1` gave FUS yeast rescue -11.6%, DRD3 antagonist -21.3, aSyn rescue -10.1%, Akt phos inh inactive, PTHR1 ag -0.9%, GLP-1R agonist 2.5%, TDP43 rescue 6.9%, GLP1R inv ag -10.6% and Abeta yeast res -8.7%.
`CC1(C)Cc2c(sc(NC(=O)COc3ccc(Cl)cc3Cl)c2C(N)=O)C(C)(C)N1` gave FUS yeast rescue 8.4%, DRD3 antagonist -13.9, aSyn rescue -5.2%, Akt phos inh inactive, PTHR1 ag inactive, GLP-1R agonist 6.8%, TDP43 rescue -8.7%, GLP1R inv ag inconclusive and Abeta yeast res -0.8%.
`CC(C)(C)c1ccc(OCC(=O)NNC(=O)c2cccnc2)cc1` gave FUS yeast rescue 10.7%, DRD3 antagonist -1.5, aSyn rescue -2.8%, Akt phos inh inactive, PTHR1 ag -36.3%[inhibitor], GLP-1R agonist 0.7%, TDP43 rescue -11.0%, GLP1R inv ag -12.2% and Abeta yeast res -10.2%.
Screening O=C(NC1CCCCC1)c1c(O)nc2sccn2c1=O returned FUS yeast rescue -5.3%, DRD3 antagonist 0.4, aSyn rescue -22.1%, Akt phos inh inactive, PTHR1 ag -12.1%, GLP-1R agonist 0.6%, TDP43 rescue -26.7%, GLP1R inv ag inconclusive and Abeta yeast res -24.2%.
For COCCN(C(=O)CCC(=O)Nc1nccs1)C(C(=O)NC(C)(C)C)c1ccc(C)cc1 (stereo not given) the results were FUS yeast rescue 18.2%, DRD3 antagonist 3.0, aSyn rescue 1.4%, Akt phos inh inactive, PTHR1 ag inactive, GLP-1R agonist 6.1%, TDP43 rescue 8.4%, GLP1R inv ag 6.4% and Abeta yeast res 5.1%.
For O=C(Nc1ccc(Cl)c(C(F)(F)F)c1)N1CCCC(O)C1 (stereo not given) the results were FUS yeast rescue -3.4%, DRD3 antagonist 0.0, aSyn rescue 5.5%, PTHR1 ag inactive, GLP-1R agonist 2.9%, TDP43 rescue -3.0%, GLP1R inv ag -21.0% and Abeta yeast res 23.6%.
For COc1ccc(C(=O)c2coc3ccc(O)c(CN4CCOCC4)c23)cc1 the results were FUS yeast rescue -8.3%, DRD3 antagonist 36.9, aSyn rescue 1.1%, Akt phos inh inactive, PTHR1 ag inactive, GLP-1R agonist 5.4%, TDP43 rescue 12.3%, GLP1R inv ag inconclusive and Abeta yeast res 9.3%.
For Cc1ccc(C(=O)N2CCOCC2)cc1S(=O)(=O)Nc1cccc(C)c1C the results were FUS yeast rescue -2.2%, DRD3 antagonist -8.6, aSyn rescue -3.9%, Akt phos inh inactive, PTHR1 ag -17.7%[57.5 µM], GLP-1R agonist 8.0%, TDP43 rescue 1.8%, GLP1R inv ag -0.5% and Abeta yeast res 25.4%.
CCOCCCNC(=O)C(NC(=O)c1ccc2c(c1)OCO2)c1ccc(OC)cc1 (stereo not given) was read as FUS yeast rescue 11.2%, DRD3 antagonist 6.4, aSyn rescue -1.3%, Akt phos inh inactive, PTHR1 ag 13.6%, GLP-1R agonist -1.1%, TDP43 rescue -4.3%, GLP1R inv ag -1.2% and Abeta yeast res -8.2%.
`CN1CC(COCc2ccccc2)Oc2ccccc2S1(=O)=O` (stereo not given) gave FUS yeast rescue -5.7%, DRD3 antagonist 7.7, aSyn rescue 11.5%, Akt phos inh inactive, PTHR1 ag inactive, GLP-1R agonist 13.8%, TDP43 rescue inconclusive, GLP1R inv ag -2.4% and Abeta yeast res 19.5%.
Screening CCCCC(=NCCc1c(C)[nH]c2ccc(OC)cc12)C1=C(O)CC(c2ccccc2)CC1=O (stereo not given) returned FUS yeast rescue 25.8%, DRD3 antagonist -22.1, aSyn rescue 10.8%, Akt phos inh inactive, PTHR1 ag inactive, GLP-1R agonist -3.3%, TDP43 rescue -11.3%, GLP1R inv ag -4.5%[0.307 µM] and Abeta yeast res 0.1%.
For COC(=O)c1sc(NC(=O)CSc2nnc(Cn3nnc4ccccc43)n2C)nc1C the results were FUS yeast rescue 17.0%, DRD3 antagonist 13.6, aSyn rescue 5.1%, Akt phos inh inactive, PTHR1 ag inactive, GLP-1R agonist 5.2%, TDP43 rescue -1.6%, GLP1R inv ag -3.8% and Abeta yeast res 21.5%.
CCOc1ccc2[nH]c(=O)c(CN(CCCN3CCOCC3)Cc3nnnn3Cc3ccc(OC)cc3)cc2c1 was read as FUS yeast rescue 22.5%, DRD3 antagonist -0.8, aSyn rescue -5.0%, Akt phos inh inactive, PTHR1 ag -0.5%, GLP-1R agonist 8.6%, TDP43 rescue -31.4%[inhibitor], GLP1R inv ag inconclusive and Abeta yeast res -17.3%.
`Cc1cc(C)nc(SCSc2nc(C)cc(C)n2)n1` gave DRD3 antagonist -20.4, aSyn rescue -0.5%, Akt phos inh inactive, PTHR1 ag inconclusive, GLP-1R agonist 0.8%, TDP43 rescue -13.9%, GLP1R inv ag 12.3% and Abeta yeast res 1.2%.
Screening CC(C)CN(C(=O)CCC(=O)OCC(=O)NCCc1ccccc1)c1c(N)n(CC(C)C)c(=O)[nH]c1=O returned FUS yeast rescue 28.6%, DRD3 antagonist 16.5, aSyn rescue 2.3%, Akt phos inh inactive, PTHR1 ag inactive, GLP-1R agonist 15.3%, TDP43 rescue -9.5%, GLP1R inv ag 11.0% and Abeta yeast res 0.4%.
For Cc1ccccc1Nc1c(-c2ccc(N3CCOCC3)cc2)nc2cnccn12 the results were FUS yeast rescue inconclusive, DRD3 antagonist 3.9, aSyn rescue 8.7%, Akt phos inh inactive, PTHR1 ag -2.6%, GLP-1R agonist inconclusive, TDP43 rescue 13.4%, GLP1R inv ag 2.6% and Abeta yeast res 8.4%.
`Clc1ccc(OCCCNCc2ccccc2)c(Br)c1` gave FUS yeast rescue 17.8%, DRD3 antagonist -78.6*, aSyn rescue -11.6%, Akt phos inh inactive, PTHR1 ag -11.4%, GLP-1R agonist 9.1%, TDP43 rescue -18.5%, GLP1R inv ag inconclusive and Abeta yeast res -8.4%.
CCOc1ccc(C2C=C(c3ccc(C)cc3)Nc3nnnn32)cc1 (stereo not given) was read as FUS yeast rescue inconclusive, DRD3 antagonist 37.4, aSyn rescue -32.4%[inhibitor], Akt phos inh inactive, PTHR1 ag -10.8%[57.5 µM], GLP-1R agonist 2.5%, TDP43 rescue 22.4µM*, GLP1R inv ag inconclusive and Abeta yeast res -84.2%[inhibitor].
For CC(=O)COc1ccc2c(C)c(C)c(=O)oc2c1 the results were FUS yeast rescue -3.1%, DRD3 antagonist 0.0, aSyn rescue -0.3%, Akt phos inh inactive, PTHR1 ag inactive, GLP-1R agonist 1.2%, TDP43 rescue -7.3%, GLP1R inv ag 105.6%[activator] and Abeta yeast res 4.1%.
`O=C(NCc1ccccc1)NS(=O)(=O)c1ccccc1Cl` gave FUS yeast rescue 6.3%, DRD3 antagonist 24.1, aSyn rescue 2.9%, Akt phos inh inactive, PTHR1 ag inactive, GLP-1R agonist -8.6%, TDP43 rescue -14.4%, GLP1R inv ag 0.0% and Abeta yeast res 24.4%.
Screening CCOC(=O)C1=C(C)NC(C)=C(C(=O)OCC)C1C(=O)OCC(=O)N(C)Cc1ccccc1 returned FUS yeast rescue 16.0%, DRD3 antagonist -14.6, aSyn rescue -9.8%, Akt phos inh inactive, PTHR1 ag -16.7%, GLP-1R agonist 13.3%, TDP43 rescue -16.3%, GLP1R inv ag -1.5% and Abeta yeast res -12.8%.
NNC(=O)Cn1c(SCc2ccccc2)nc2ccccc21 was read as FUS yeast rescue 10.1%, DRD3 antagonist 6.1, aSyn rescue -0.5%&3.3%, Akt phos inh inactive, PTHR1 ag inactive, GLP-1R agonist -0.6%, TDP43 rescue 18.9%, GLP1R inv ag 6.3% and Abeta yeast res 1.3%.
O=C(CN(CC1CCCO1)C(=O)CNS(=O)(=O)c1ccc(F)cc1)NC1CCCC1 (stereo not given) was read as FUS yeast rescue 3.0%, DRD3 antagonist inconclusive, aSyn rescue -3.2%, Akt phos inh inactive, PTHR1 ag -19.1%, GLP-1R agonist 1.8%, TDP43 rescue -3.5%, GLP1R inv ag 9.6% and Abeta yeast res -9.2%.
Screening CCCCCCN1CCN(C2CN(Cc3cn(CCCCCC)nn3)S(=O)(=O)C2)CC1 (stereo not given) returned FUS yeast rescue -3.0%, DRD3 antagonist -13.3, aSyn rescue 2.3%, Akt phos inh inactive, PTHR1 ag -13.6%, GLP-1R agonist 0.7%, TDP43 rescue 10.4%, GLP1R inv ag inconclusive and Abeta yeast res 0.0%.
For Cc1ccccc1CN1CCN(S(=O)(=O)c2cccs2)CC1 the results were FUS yeast rescue 0.3%, DRD3 antagonist -6.8, aSyn rescue 6.8%, Akt phos inh inactive, PTHR1 ag -14.5%, GLP-1R agonist 4.9%, TDP43 rescue 16.7%, GLP1R inv ag inconclusive and Abeta yeast res -4.8%.
For Cc1ccc(-c2cc(C(F)(F)F)n3nc(C(=O)Nc4ccc(Cl)c(C(F)(F)F)c4)cc3n2)cc1 the results were FUS yeast rescue 6.0%, PTHR1 ag inactive, TDP43 rescue 18.5%, GLP1R inv ag -2.3% and Abeta yeast res -2.1%.
